# Screening results deposited in PubChem by The Scripps Research Institute Molecular Screening Center.
# FBW7 act = FBW7 E3 ligase activators, primary screen, biochemical, AlphaScreen, human | AlphaScreen FBW7–phospho-cyclin E peptide binding, activator screen | normalized activity (activation), % at 26.1 µM | 650,000 compounds, 0.13% hits; in the data active = normalized activity above about 1.9%;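 also: purified mutant Fbw7 with reduced substrate affinity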
# GPR151 activ = activators of human GPR151, primary screen, cell-based, PathHunter beta-arrestin, luminescence; G-protein coupled receptor 151 (Homo sapiens), Q8TDV0; PathHunter beta-arrestin GPR151 cells; activation, % at 11.2 µM; 650,000 compounds, 1% hits; in the data active = activation above about 4.9%;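 also: 0% = median of compound wells and 100% = cells with positive control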
# Target sequence (Q8TDV0 whole entry, looked up): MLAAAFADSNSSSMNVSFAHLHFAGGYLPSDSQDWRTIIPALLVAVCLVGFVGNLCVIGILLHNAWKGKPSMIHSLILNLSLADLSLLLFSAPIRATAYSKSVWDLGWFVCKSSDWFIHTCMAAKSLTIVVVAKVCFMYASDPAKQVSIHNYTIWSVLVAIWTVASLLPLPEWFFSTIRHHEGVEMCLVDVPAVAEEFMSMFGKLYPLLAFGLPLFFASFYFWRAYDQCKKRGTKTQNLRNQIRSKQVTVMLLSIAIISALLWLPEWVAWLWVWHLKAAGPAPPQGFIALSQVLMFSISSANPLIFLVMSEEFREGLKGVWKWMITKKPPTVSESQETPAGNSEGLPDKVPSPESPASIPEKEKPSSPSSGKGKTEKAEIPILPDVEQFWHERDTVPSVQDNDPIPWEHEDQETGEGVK
# MITF primary = MITF inhibitors, primary screen, biochemical, AlphaScreen, human; AlphaScreen MITF homodimerization, bead proximity signal; inhibition, % at 2.6 µM; Microphthalmia-associated transcription factor (Homo sapiens), O75030; 650,000 compounds, 0.91% hits; in the data active = inhibition above about 50%;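 also: 0% = vehicle wells with protein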
# Target sequence (O75030 whole entry, looked up): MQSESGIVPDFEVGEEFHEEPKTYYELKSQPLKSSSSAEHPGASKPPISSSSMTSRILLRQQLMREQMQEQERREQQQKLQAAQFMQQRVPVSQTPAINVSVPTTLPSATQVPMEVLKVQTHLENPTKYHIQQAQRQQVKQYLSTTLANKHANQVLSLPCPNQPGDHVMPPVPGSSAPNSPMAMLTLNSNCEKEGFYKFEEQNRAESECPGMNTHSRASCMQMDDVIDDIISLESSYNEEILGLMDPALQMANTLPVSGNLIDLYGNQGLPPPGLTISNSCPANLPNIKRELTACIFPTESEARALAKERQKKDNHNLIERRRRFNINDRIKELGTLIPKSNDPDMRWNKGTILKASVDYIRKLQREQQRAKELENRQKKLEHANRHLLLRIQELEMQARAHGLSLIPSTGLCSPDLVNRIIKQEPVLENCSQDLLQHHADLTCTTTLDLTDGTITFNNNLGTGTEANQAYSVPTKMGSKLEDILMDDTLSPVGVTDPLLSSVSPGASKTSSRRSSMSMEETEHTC
# TEAD-YAP block = TEAD-YAP interaction inhibition, primary screen, TEAD-YAP interaction inhibitor project, luminescence, HEK-TIYL cells; TEAD-Gal4/YAP UAS-luciferase luminescence; inhibition, % at 9.12 µM; 640,000 compounds, 1.4% hits; in the data active = inhibition above about 32%;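 also: 0% = median of test compound wells and 100% = reference inhibitor wells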
# * marks the source's active call; other numbers are inactive results; & = joins results of further samples.
SMILES,TEAD-YAP block,MITF primary,FBW7 act,GPR151 activ
Cc1nc(N2CCCCC2)c2c(C)c(C(=O)Nc3ccc(F)cc3Cl)sc2n1,4,8,0.0,1.9
O=C(CCCOc1ccccc1)Nc1cccc(C(=O)O)c1,-3,-24,0.1,-3.1
Cc1ccc(S(=O)(=O)N2CCC[C@H]2C(=O)OCc2c(C)noc2C)cc1,2,7,0.1,0.4
O=C(N/N=C/c1ccccc1C(=O)O)C(=O)Nc1ccccc1,-8,-14,-0.1,-6.2
c1ccc(CCNCc2csc(-c3ccccc3)n2)cc1,-25,35,0.0,-3.2
COc1ccc2c(c1)SC(c1ccccc1OC)CCN2Cc1cnc(C)[nH]1 (stereo not given),-10,12,0.1,-1.7
CC1Cc2ccccc2N1S(=O)(=O)c1nnc(NC(=O)c2ccccc2)s1 (stereo not given),6,4,0.3,-0.2
O=C(O)Cc1c(-c2ccc(Cl)cc2)nc2ccccc2c1C(=O)O,-7,7,0.0,-1.5
CCN(CC)C(=O)C1CCCN(c2cc(C(=O)Nc3cc(OC)c(OC)c(OC)c3)ccn2)C1 (stereo not given),12,16,0.2,2.0
CCOc1cc(C2C(C#N)=C(N)OC3=C2C(=O)CC(C)(C)C3)c(C)cc1OC (stereo not given),-4,25,1.0,0.0
COc1ccc(NC(=O)C(=O)NCC(O)c2ccccc2)cc1 (stereo not given),-7,9,0.3,-0.5
O=C(CCCCn1c(=S)[nH]c2ccsc2c1=O)N1CCc2ccccc2C1,5,3,0.3,0.6
O=S(=O)(c1ccc(F)cc1)N1CCN=C1SCc1cccc(Cl)c1,-13,-11,-0.1,0.3
Cc1ccc(C(=O)N[C@H]2C[C@H]3C(=O)N4CCC[C@H]4C(=O)N3C2)cc1F,0,5,-0.1,1.1
NC(=O)C1CCN(C(=O)c2ccc(F)cc2F)CC1,1,-2,-0.1,0.8
CC1(C)[C@H]2CC=C(CCNC(=O)CCC3(Cc4ccco4)CCC(=O)N3)[C@@H]1C2 (stereo not given in full),0,-12,-0.1,0.0
COC(=O)c1cc(S(=O)(=O)N2CCc3ccccc32)cn1C,0,15,0.0,3.3
CC(C)n1cnc2cc(S(C)(=O)=O)ccc21,-4,-2,-0.1,-0.3
Cc1occc1C(=O)Nc1ccc(Cl)c(Cl)c1,-80,4,0.0,-4.4
O=C(CN1C(=O)C2C3C=CC(C3)C2C1=O)Nc1ccc(Br)cc1 (stereo not given),1,18,0.0,-0.2

# Single records, from the list above. Screens in order: TEAD-YAP block, MITF primary, FBW7 act, GPR151 activ
# Profile of `Cc1ccc(C(=O)N[C@H]2C[C@H]3C(=O)N4CCC[C@H]4C(=O)N3C2)cc1F` = 0, 5, -0.1, 1.1
# Profile of `CC1(C)[C@H]2CC=C(CCNC(=O)CCC3(Cc4ccco4)CCC(=O)N3)[C@@H]1C2` (stereo not given in full) = 0, -12, -0.1, 0.0

# Later entries:
SMILES,TEAD-YAP block,MITF primary,FBW7 act,GPR151 activ
CN(C)S(=O)(=O)c1ccc(C(=O)OC2CCCCCCC2)cc1,-1,-1,0.0,1.0
CCn1c(=S)[nH]c2sc3c(c2c1=O)CCN(C)C3,-10,10,0.3,-1.1
Cc1onc(-c2ccccc2Cl)c1C(=O)NCC(=O)O,14,9,-0.1,-0.2
O=C(CC(C(=O)O)n1ccnc1)c1ccc(Cl)cc1 (stereo not given),9,8,0.2,0.7
O=C(O)c1c[nH]c2ccc(S(=O)(=O)NCc3ccc4c(c3)OCO4)cc2c1=O,7,38,-0.2,0.8
CC1=C(C(=O)OCCOC(C)C)C(c2cccc([N+](=O)[O-])c2)NC(=O)N1 (stereo not given),15,-1,0.0,0.9
CCCCOC(=O)c1ccc(OC(=O)c2sc3ncn(CC)c(=O)c3c2C)cc1,1,14,0.1,0.3
O=C(CN1C(=O)CCc2ccccc21)NC1CCCC1,2,2,-0.2,0.2
O=C(Nn1c(C2CCCCC2)nc2ccccc2c1=O)c1ccc(Cl)c([N+](=O)[O-])c1,-3,4,-0.2,1.2
COc1cc2c(cc1OC)C(C)=NC(C)(C)C2,0,15,0.2,-0.8
CCCCc1ccc(-c2nc(C=Nc3cccc(C(F)(F)F)c3)c(O)o2)cc1,1,-2,0.0,-0.3
COc1cccc(CN2CCNC(=O)C2CC(=O)NCCN2CCOCC2)c1 (stereo not given),6,9,0.1,-0.5
CC(=O)C(=Cc1cc(C)n(-c2ccc(C)cc2C)c1C)C(C)=O,12,14,0.1,0.9
CCc1ccccc1NC(=O)COc1ccc2c(c1)OCO2,-12,18,1.1,0.2
CSc1ccc(S(=O)(=O)N(CC(=O)N2CCCC2)c2ccc(C)cc2)cc1,9,12,1.1,-1.0
Cc1cc(C)n(C(=O)c2ccc(C)c(S(=O)(=O)N3CCCCC3)c2)n1,-7,-6,-0.1,-1.1
CCC(O)CNC(=O)CCc1nnc(CCC2CCCCC2)o1 (stereo not given),1,19,0.2,-2.0
O=S(=O)(c1cccc2nsnc12)N1CCC2(CC1)OCCO2,-9,-12,0.0,-0.7
Cc1cc2oc(=O)cc(Cn3ncc(Cl)c(Cl)c3=O)c2cc1Cl,-2,19,0.1,-1.1
COc1cc([C@@H]2c3cc4c(cc3C(OC3OC5COC(C)OC5C(O)C3O)C3COC(=O)[C@@H]32)OCO4)cc(OC)c1O (stereo not given in full),-23,5&21,0.2&0.2,2.0&0.1
CCc1cc2c(cc3c(=O)n(CC(=O)N4CCC(C)CC4)ncn32)s1,7,-5,-0.2,-0.5
N#C/C(=C/c1ccc(-c2ccccc2Cl)o1)C(=O)N1CCOCC1,-35,-9,0.0,-1.6
O=c1oc2ccccc2c(OC(O)c2cccnc2)c1C(c1cccnc1)N1CCOCC1 (stereo not given),3,-1,-0.1,-0.6
Fc1ccc(-n2ncc3c(NCc4ccco4)ncnc32)cc1,-21,2,-0.1,-0.9
CN(C)CC#CC(O)(c1ccccc1)c1ccccc1,8,-3,0.0,-0.6
Cc1ccc(-c2nc3cnccn3c2Nc2ccc3c(c2)OCO3)o1,1,12,0.5,-1.6
CCS(=O)(=O)N1CCCC(c2nc3c(nnn3Cc3ccc(C)cc3)c(=O)[nH]2)C1 (stereo not given),0,8,-0.1,-1.6
CC[C@H](C)[C@@H]1NC(=O)[C@@H]2C[C@H](NCc3ccc(C)c(C)c3)CN2C1=O,2,2,0.1,2.5
CCCCCCNC(=O)c1ccc(CNS(=O)(=O)c2ccc(OC)cc2)cc1,-4,0,-0.1,1.0
COc1ccccc1N1CCN(CCCNC(=O)c2ccc3c(=O)n(Cc4ccc(Cl)cc4)c(=S)[nH]c3c2)CC1,0,6,0.3,-2.0

# Of the compounds above, 5 contain a furan ring, fused or not:
SMILES,TEAD-YAP block,MITF primary,FBW7 act,GPR151 activ
CC1(C)[C@H]2CC=C(CCNC(=O)CCC3(Cc4ccco4)CCC(=O)N3)[C@@H]1C2 (stereo not given in full),0,-12,-0.1,0.0
Cc1occc1C(=O)Nc1ccc(Cl)c(Cl)c1,-80,4,0.0,-4.4
N#C/C(=C/c1ccc(-c2ccccc2Cl)o1)C(=O)N1CCOCC1,-35,-9,0.0,-1.6
Fc1ccc(-n2ncc3c(NCc4ccco4)ncnc32)cc1,-21,2,-0.1,-0.9
Cc1ccc(-c2nc3cnccn3c2Nc2ccc3c(c2)OCO3)o1,1,12,0.5,-1.6

# Next part
SMILES,TEAD-YAP block,MITF primary,FBW7 act,GPR151 activ
Cc1cc2c(c(SCC(=O)c3ccccc3)n1)C(=O)OC2,-6,-18,0.2,-0.6
CC(=O)N1CCc2cc(Br)cc(S(=O)(=O)N3CCCCC3C)c21 (stereo not given),1,8,0.2,2.6
CC(=O)Nc1nnc(SC(C)C(=O)Nc2c(C)cc(C)cc2C)s1 (stereo not given),5,13,0.7,4.0
Cc1ccc(C(C)C)c(OCC(O)CN2CCOCC2)c1 (stereo not given),5,-14,0.0,0.4
COc1ccccc1-n1nnnc1SCC(=O)Nc1ccc(C)c(N)c1,0,-2,-0.1,-1.2
CCc1ccccc1N1C(=O)c2ccccc2C1=O,10,1,0.0,0.5
O=C(NCCc1ccc(Cl)cc1)c1ccc(N2CC3CC(C2)c2cccc(=O)n2C3)c(NS(=O)(=O)c2ccc(Cl)cc2)c1 (stereo not given),-7,2,-0.1,0.7
COc1ccc(S(=O)(=O)N2CCN(Cc3nc(C(C)(C)C)cs3)CC2)cc1,7,8,0.2,-1.0
CN(Cc1ccccc1)C(=O)c1ccc(C(C)(C)C)cc1,-26,-1,0.0,-0.3
O=C(NCc1ccccc1)c1ccc(Cn2nnc3ccsc3c2=O)cc1,-6,14,0.4,2.6
COc1ccc(/C=C2/N=C(c3cc(I)ccc3Cl)NC2=O)cc1OC,-2,-1,0.1,0.5
CCOC(=O)C1(CC2CC2)CCN(S(=O)(=O)/C=C/c2ccccc2)CC1,-6,5,0.2,1.3
COc1ccc(C2C(=O)N(C3CCCCC3)CC(=O)N2Cc2ccco2)cc1 (stereo not given),2,-6,0.0,0.4
COc1ccccc1C1SCCN1S(=O)(=O)c1cccc(C)c1 (stereo not given),16,5,0.0,2.5
Fc1ccc(C2C=C(c3ccc(Cl)cc3)Nc3ncnn32)cc1 (stereo not given),13,-2,0.0,-1.3
Cc1cccc(COC(=O)Nc2ccc(-c3cn[nH]c3)cc2)c1,0,8,0.8,-0.9
CC1Oc2nc3ccccc3cc2CN(C2CCC2)C1=O (stereo not given),5,-13,-0.1,1.1
CCCN(CCC)CCCN1C(=O)C2C(C(=O)Nc3cccc(SC)c3)C3C=CC2(O3)C1C(=O)NC1CCCCC1 (stereo not given),9,2,-0.2,-1.2
O=C(N/C(=C/C=C/c1ccccc1)C(=O)N1CCOCC1)c1ccccc1Cl,0,12,0.0,0.6
COc1cc(Nc2nc(NCCN3CCOCC3)nc3c2ncn3CCN2CCCC2=O)cc(OC)c1OC,0,2,0.0,0.2
COc1cc(C2NC(C(=O)O)CS2)cc(Cl)c1O (stereo not given),-4,-6,0.0,-0.5
O=C1CCCN1CCn1cnc2c(NCCc3ccc(O)cc3)nc(-c3ccccc3)nc21,6,-2,-0.1,-0.3
Cn1c(CSCc2ccccc2)c(C#N)c2ccccc21,-2,4,0.1,1.1
CCOC(=O)c1c(-c2ccc(OC)cc2)oc2ccc(OCC(=O)OC)cc12,-1,13,0.3,-0.1
O=c1c2sccc2nc(SCc2cc(=O)n3cc(Cl)ccc3n2)n1CCc1ccccc1,9,16,0.2,-2.0
COc1cc(/C=C(/C#N)c2ccc(F)cc2)cc(Cl)c1OCC(=O)O,-3,-10,-0.1,4.0
Cc1ccc(NC(=O)COc2ccccc2)cc1,-60,-5,0.2,0.0
O=C(NCc1ccc(Cl)cc1)c1sc2ccccc2c1Cl,7,10,-0.1,-0.9
Cc1cc(C)nc(SCC(=O)NC2=NN=C(c3ccccc3)CS2)n1,26,-1,-0.2,-2.0
O=C(NCCc1ccccn1)C1CC12CCN(Cc1ccc3nsnc3c1)CC2 (stereo not given),-4,0,0.0,0.9
COc1ccc(C)cc1NC(=O)NC(C)c1ccc2c(c1)OCO2 (stereo not given),-2,21,0.8,1.4
CCOC(=O)c1ccc(N2C(=O)C(CC(=O)NC)N(CCc3ccc(OC)c(OC)c3)C2=S)cc1 (stereo not given),-5,10,-0.2,-0.5
O=C(CSc1nc2ccccc2[nH]1)N/N=C\c1ccncc1,-3,-6,0.3,-1.5
CCC(C)NC(=O)c1ccc(N2CC3CC(C2)c2cccc(=O)n2C3)c(NC(=O)CCN2CCOCC2)c1 (stereo not given),-3,6,0.2,0.8
O=C(NCCCO)c1ccc(CSc2nc3sc4c(c3c(=O)[nH]2)CCC4)cc1,1,0,-0.1,-1.0
CCCn1cnc2sc(C)c(-c3ccc(Cl)cc3)c2c1=O,4,3,-0.2,-0.2
COc1ccc(C=O)cc1Cn1nc(C)cc1C,11,-5,-0.2,0.1
N#Cc1c(NC(=O)Cn2c(=O)oc3cc(Br)ccc32)sc2c1CCCC2,2,-11,-0.1,-1.6
Clc1nc(NC2CC2)c2ccccc2n1,6,-7,0.2,1.2
COc1cc(C2C(C#N)=C(N)Oc3c2c(C)nn3-c2cccc(Cl)c2)cc(OC)c1O (stereo not given),1,21,-0.2,-2.0
COc1ccc(C(=O)N2C(=O)c3ccc(N)cc3C2=O)cc1,-2,11,0.0,1.3
CCCCOc1ccc(C2=CCC(C)CC2)cc1 (stereo not given),-10,1,0.2,0.5
O=C(Nc1ccc2c(c1)CN(Cc1ccc3nsnc3c1)CC2)c1ccncc1,26,23,0.2,-1.9
Cc1occc1C(=O)NC(C)c1ccccc1 (stereo not given),3,1,0.0,-0.7
Cn1cc(CNC(=O)c2ccc(Cl)cc2[N+](=O)[O-])cn1,5,-7,0.0,1.6
Cc1c(Cl)cccc1NS(C)(=O)=O,-2,2,0.0,-0.2
CC(C)NC(=O)c1cc(-c2ccc(Br)cc2)on1,-57,13,0.6,-1.2
Cc1cccc(Cc2c(C)nc3c(C(=O)NC(C)C)cnn3c2C)c1,-6,-9,-0.1,1.6

# No enrichment for hits (roughly 3.4% active in at least one column).
